Diaphorase inh: inhibits diaphorase or chemically oxidizes, flagging diaphorase assay artifacts. diaphorase resazurin-to-resorufin fluorescence, NADH, 16 min; bacterial (C. kluyveri) enzyme, not human. hit rate 0.69% among 190,000. inhibition, % at 20 µM. AID 1217;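 active means primary screen inhibition at 20 µM above a set limit, cut at about 50% in these data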;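 further: plate controls were DMSO with full reaction for no effect and wells lacking NADH for full effect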
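Assay system – diaphorase enzyme from Clostridium kluyveri · Amount – diaphorase 0.14 U/mL (working solution) · Times – reaction incubation of 16 min at room temperature · Controls – No-NADH positive control and DMSO neutral control · Signal – resorufin fluorescence 544/590 nm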
TLR4 MyD88 comp: blocks binding of human TLR4 to MyD88; O00206+Q99836; HeLa CL3-4 TLR4/MyD88 BLA complementation, FRET ratio; inhibition, % at 8.4 µM; hit rate 0.18% among 200,000; AID 861; in the data active means inhibition above about 25%;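 further: 0% = vehicle and 100% = reference inhibitor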
Target sequence (O00206 whole entry, looked up): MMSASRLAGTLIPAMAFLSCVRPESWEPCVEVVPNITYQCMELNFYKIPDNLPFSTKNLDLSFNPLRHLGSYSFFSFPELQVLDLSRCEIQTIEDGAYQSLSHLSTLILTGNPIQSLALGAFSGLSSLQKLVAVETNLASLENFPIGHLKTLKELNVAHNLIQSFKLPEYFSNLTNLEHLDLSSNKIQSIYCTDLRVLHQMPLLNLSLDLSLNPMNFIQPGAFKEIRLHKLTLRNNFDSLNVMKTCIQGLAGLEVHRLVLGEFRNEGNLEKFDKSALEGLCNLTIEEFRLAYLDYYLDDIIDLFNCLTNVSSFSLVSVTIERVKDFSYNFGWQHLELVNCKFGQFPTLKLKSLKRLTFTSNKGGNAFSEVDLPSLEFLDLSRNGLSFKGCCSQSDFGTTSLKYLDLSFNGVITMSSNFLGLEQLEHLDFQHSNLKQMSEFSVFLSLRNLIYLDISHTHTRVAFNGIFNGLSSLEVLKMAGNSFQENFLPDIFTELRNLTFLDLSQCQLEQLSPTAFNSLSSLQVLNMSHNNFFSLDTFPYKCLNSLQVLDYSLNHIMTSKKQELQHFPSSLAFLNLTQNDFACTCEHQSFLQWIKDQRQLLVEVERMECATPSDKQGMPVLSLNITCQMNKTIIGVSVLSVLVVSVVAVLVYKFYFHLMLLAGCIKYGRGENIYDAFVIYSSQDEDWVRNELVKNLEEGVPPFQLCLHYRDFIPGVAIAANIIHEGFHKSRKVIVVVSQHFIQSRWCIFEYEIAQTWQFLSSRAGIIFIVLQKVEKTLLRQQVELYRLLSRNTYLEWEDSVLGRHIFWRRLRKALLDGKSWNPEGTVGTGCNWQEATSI
Target sequence (Q99836 whole entry, looked up): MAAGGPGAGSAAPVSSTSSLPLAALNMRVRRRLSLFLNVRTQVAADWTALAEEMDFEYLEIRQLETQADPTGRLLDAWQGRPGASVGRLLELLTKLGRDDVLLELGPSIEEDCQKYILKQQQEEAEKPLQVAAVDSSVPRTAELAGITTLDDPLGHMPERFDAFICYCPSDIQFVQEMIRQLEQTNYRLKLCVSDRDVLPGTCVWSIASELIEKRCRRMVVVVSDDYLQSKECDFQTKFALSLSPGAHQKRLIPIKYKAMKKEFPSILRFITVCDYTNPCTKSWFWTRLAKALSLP
Hsp70 act: transcriptional activators of Hsp70; HeLa Hsp70 promoter luciferase reporter, luminescence; scaled: vehicle 0, proteasome-inhibitor control 100%; activation, % at 10 µM; hit rate 0.04% among 200,000;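 active means activation above the mean across all tested compounds plus 3 SD, cutoff set per campaign, cut at about 5.5% in these data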;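 further: 100% = MG132 at 30 µM as the positive control and 0% = DMSO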
G6PDH counter: L. mesenteroides G6PDH inhibition counter-screen. AID 1020. Purified L. mesenteroides G6PDH, diaphorase/resazurin coupled fluorescence, 45 min. inhibition, % at 5 µM. hit rate 0.12% among 200,000; in the data active means inhibition above about 50%
STAT1 blocker: inhibitors of IFN-gamma induced STAT1 signaling | hit rate 0.35% among 200,000 | inhibition, % at 5.5 µM | AID 920 | NIH 3T3 STAT1-luciferase reporter, luminescence;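 active means inhibition above a set limit, the mean inhibition across all tested compounds plus 3 SD, cut at about 34% in these data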;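 further: 0% = IFN-gamma with DMSO and 100% = IFN-gamma with 300 µM nifuroxazide; values of inactives mirror those of a sister screen read the other way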
APP transl inh: APP translation inhibition; hit rate 0.82% among 190,000; SH-SY5Y APP 5'UTR-luciferase reporter, luminescence; inhibition, % at 2 µM; AID 1285;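 active means inhibition above a set limit, derived from the sample mean plus 3 SD, cut at about 45% in these data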; further: values of inactives mirror those of a sister screen read the other way
STAT3 activator: increases IL-6 driven STAT3 reporter signal; U3A cells, IL-6 STAT3-luciferase reporter, luminescence; 100% = signal with IL-6 EC80 alone; activation (% of control), % at 5.6 µM; hit rate 0.91% among 190,000; AID 871;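 active means activation above the screen-wide mean of compound activation plus 3 SD, cut at about 130% in these data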;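 further: 0% = background luminescence of wells with medium and substrate only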
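Material: STAT3-luciferase reporter U3A cells; Probe or stimulus: IL-6 (33 ng/mL); Incubation: compound pre-incubation 1 h before IL-6, then 6 h stimulation at 37 °C; Technique: luminescence from STAT3-driven luciferase reporter; Evaluation: % activation versus median of IL-6-stimulated wells; Controls: IL-6-only high control.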
Diaphorase act: activates diaphorase or chemically reduces, flagging diaphorase assay artifacts | Diaphorase/resazurin coupled assay, resorufin fluorescence, 16 min; hits give high values; 1 = vehicle wells, 0 = NADH-free wells | hit rate 0.005% among 190,000 | activation factor at 20 µM | AID 1229;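 active means diaphorase activity raised at least twofold by the compound at 20 µM; inactive means activation factor below 2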
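Material: purified diaphorase enzyme from Clostridium kluyveri; Also added: 0.114 mM NADH and 0.1 mM resazurin, final amounts; Doses: single compound dose of 20 µM, 1% DMSO final; Times: 16 min enzyme reaction, ambient temperature; Detection: resorufin fluorescence, excitation 544 nm, emission 590 nm; Measure: increased resorufin signal from activators or reducing compounds.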
STAT1 act: increases IFN-gamma driven STAT1 reporter signal; NIH 3T3 STAT1-luciferase reporter, luminescence; 100% = IFN-gamma alone, no compound; activation (% of control), % at 5.5 µM; hit rate 2.6% among 200,000; AID 932;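 active means activation above the screen-wide mean activation plus 3 SD, cut at about 130% in these data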;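 further: raw ratio to IFN-gamma control signal so 100% means no change and 0% no light; values of inactives mirror those of a sister screen read the other way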
STAT3 blocker: inhibitors of IL-6 induced STAT3 signaling. AID 862. inhibition, % at 5.5 µM. U3A cells, IL-6 STAT3-luciferase reporter, luminescence; host cell line lacks STAT1. hit rate 0.89% among 190,000;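 active means inhibition above the mean inhibition across all screened compounds plus 3 SD, cut at about 44% in these data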;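 further: 0% = DMSO only wells and 100% = 100 µM nifuroxazide control wells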
Starred values were filed as active, the others as inactive.

CC1CCCC(C)N1C(=O)C1CCCCC1 (centres undefined) was read as Diaphorase inh 7, TLR4 MyD88 comp -19, Hsp70 act -0.4, G6PDH counter -4, STAT1 blocker -8, APP transl inh -11, STAT3 activator 96, Diaphorase act 0.9, STAT1 act 108 and STAT3 blocker 4.
`Cc1nc2ccccc2cc1C(=O)Nc1ccccc1Cl` gave Diaphorase inh -14, TLR4 MyD88 comp -8, Hsp70 act -0.1, G6PDH counter -1, STAT1 blocker 7, APP transl inh -42, STAT3 activator 84, Diaphorase act 1.1, STAT1 act 92 and STAT3 blocker 21.
`CCOC(=O)c1csc(NC(=O)CSc2nnnn2-c2ccc3c(c2)OCCO3)n1` gave Diaphorase inh 24, TLR4 MyD88 comp 11, Hsp70 act -0.3, G6PDH counter 4, STAT1 blocker -3, APP transl inh -9, STAT3 activator 86, Diaphorase act 0.8, STAT1 act 103 and STAT3 blocker 19.
`CN(Cc1cn[nH]c1-c1cc2ccccc2o1)CC1CCOCC1` gave Diaphorase inh 23, TLR4 MyD88 comp 3, Hsp70 act -0.3, G6PDH counter 12, STAT1 blocker -8, APP transl inh -2, STAT3 activator 90, Diaphorase act 0.8, STAT1 act 106 and STAT3 blocker 21.
`COC(=O)c1cc(C)sc1NC(=O)c1cccnc1` gave Diaphorase inh 2, TLR4 MyD88 comp 7, Hsp70 act 0.1, G6PDH counter -20, STAT1 blocker -1, APP transl inh 1, STAT3 activator 96, Diaphorase act 1, STAT1 act 101 and STAT3 blocker 9.
`Cc1snc(S(=O)(=O)/C(C#N)=N/Nc2cccc(C(F)(F)F)c2)c1C#N` gave Diaphorase inh 6, TLR4 MyD88 comp 6, Hsp70 act -0.2, G6PDH counter 3, STAT1 blocker -2, APP transl inh -9, STAT3 activator 92, Diaphorase act 0.9, STAT1 act 102 and STAT3 blocker 10.
C=CCOc1ccc(C=Nc2ccc(OC)cc2)c(O)c1 was read as Diaphorase inh 8, TLR4 MyD88 comp -11, Hsp70 act 0.2, G6PDH counter 6, STAT1 blocker 2, APP transl inh -3, STAT3 activator 97, Diaphorase act 0.9, STAT1 act 98 and STAT3 blocker 15.
For COc1ccc(-c2nc3nc(SC)nn3cc2C)cc1F the results were Diaphorase inh -10, TLR4 MyD88 comp -8, Hsp70 act -0.5, G6PDH counter 7, STAT1 blocker -3, APP transl inh 2, STAT3 activator 101, Diaphorase act 1.1, STAT1 act 100 and STAT3 blocker 3.
`Brc1ccc(CNc2cc3c(cc2Br)OCCO3)cc1` gave Diaphorase inh 4, TLR4 MyD88 comp -10, Hsp70 act -0.3, G6PDH counter 5, STAT1 blocker 5, APP transl inh 20, STAT3 activator 96, Diaphorase act 1, STAT1 act 95 and STAT3 blocker 5.
Screening Nc1cnn(C2OC(CO)C(O)C2O)c(=O)n1 (centres undefined) returned Diaphorase inh 0, TLR4 MyD88 comp 12, Hsp70 act 0.1, G6PDH counter 14, STAT1 blocker -30, APP transl inh 2, STAT3 activator 103, Diaphorase act 1, STAT1 act 126 and STAT3 blocker 0.
Screening CCCC(O)(c1ccc(Cl)cc1)C(CN1CCOCC1)c1ccccc1 (centres undefined) returned Diaphorase inh 23, TLR4 MyD88 comp -3, Hsp70 act -0.4, G6PDH counter 4, STAT1 blocker 8, APP transl inh 4, STAT3 activator 95, Diaphorase act 0.8, STAT1 act 93 and STAT3 blocker 14.
O=C(Nc1ccc(OC(=O)c2ccncc2)cc1)c1ccncc1 was read as Diaphorase inh 8, TLR4 MyD88 comp -2, Hsp70 act -0.5, G6PDH counter 2, STAT1 blocker 0, APP transl inh -3, STAT3 activator 102, Diaphorase act 0.9, STAT1 act 100 and STAT3 blocker 7.
`O=C(NC(Cc1ccccc1)c1ccc2c(c1)OCCCO2)c1ccccc1F` (centres undefined) gave Diaphorase inh 11, TLR4 MyD88 comp -8, Hsp70 act -0.4, G6PDH counter 0, STAT1 blocker 6, APP transl inh 6, STAT3 activator 104, Diaphorase act 0.9, STAT1 act 94 and STAT3 blocker -6.
CC(NC(=O)c1ccccc1NC(=O)c1ccco1)c1ccccc1 (centres undefined) was read as Diaphorase inh 10, TLR4 MyD88 comp -15, Hsp70 act -0.1, G6PDH counter -16, STAT1 blocker 1, APP transl inh 2, STAT3 activator 106, Diaphorase act 0.9, STAT1 act 99 and STAT3 blocker -4.
For COCCNc1nc2nonc2nc1N1C[C@H]2CC[C@H]1C2 the results were Diaphorase inh 6, TLR4 MyD88 comp -8, Hsp70 act -0.1, G6PDH counter 9, STAT1 blocker 6, APP transl inh 2, STAT3 activator 107, Diaphorase act 0.9, STAT1 act 94 and STAT3 blocker 4.
O=C(NCCN1CCOCC1)C1CCC(=O)N1C1CCCCC1 (centres undefined) was read as Diaphorase inh 20, TLR4 MyD88 comp -24, Hsp70 act -0.5, G6PDH counter 6, STAT1 blocker 3, APP transl inh 11, STAT3 activator 100, Diaphorase act 0.8, STAT1 act 97 and STAT3 blocker 7.
Screening CC1(C)CC(=S)Nc2ccccc2S1 returned Diaphorase inh 18, TLR4 MyD88 comp 7, Hsp70 act -0.2, G6PDH counter 7, STAT1 blocker -3, APP transl inh 12, STAT3 activator 101, Diaphorase act 0.8, STAT1 act 99 and STAT3 blocker 2.
COc1ccc(NC(=O)COC(=O)c2ccc(OCc3ccccc3Cl)c(OC)c2)c(OC)c1 was read as Diaphorase inh 4, TLR4 MyD88 comp 9, Hsp70 act 0.0, G6PDH counter -5, STAT1 blocker 4, APP transl inh -13, STAT3 activator 102, Diaphorase act 1, STAT1 act 99 and STAT3 blocker -5.
Screening Cc1ccc(NC(=S)N(Cc2ccco2)C(C)c2cccs2)c(Cl)c1 (centres undefined) returned Diaphorase inh 20, TLR4 MyD88 comp -4, Hsp70 act 0.3, G6PDH counter 0, STAT1 blocker 4, APP transl inh -4, STAT3 activator 84, Diaphorase act 0.8, STAT1 act 95 and STAT3 blocker 28.
O=C(COCCOCC(=O)N(c1ccccn1)C1CCCCC1)N(c1ccccn1)C1CCCCC1 was read as Diaphorase inh 11, TLR4 MyD88 comp -10, Hsp70 act 0.0, G6PDH counter 2, STAT1 blocker 4, APP transl inh -2, STAT3 activator 105, Diaphorase act 0.9, STAT1 act 95 and STAT3 blocker -3.

The closing two entries of the part before lead into the next:
Screening Cc1ccc(NC(=S)N(Cc2ccco2)C(C)c2cccs2)c(Cl)c1 (centres undefined) returned Diaphorase inh 20, TLR4 MyD88 comp -4, Hsp70 act 0.3, G6PDH counter 0, STAT1 blocker 4, APP transl inh -4, STAT3 activator 84, Diaphorase act 0.8, STAT1 act 95 and STAT3 blocker 28.
O=C(COCCOCC(=O)N(c1ccccn1)C1CCCCC1)N(c1ccccn1)C1CCCCC1 was read as Diaphorase inh 11, TLR4 MyD88 comp -10, Hsp70 act 0.0, G6PDH counter 2, STAT1 blocker 4, APP transl inh -2, STAT3 activator 105, Diaphorase act 0.9, STAT1 act 95 and STAT3 blocker -3.
`Cc1ccc(NCc2nnc(SCC(N)=O)o2)c(C)c1` gave Diaphorase inh 8, TLR4 MyD88 comp 2, Hsp70 act 1.4, G6PDH counter 3, STAT1 blocker -2, APP transl inh 2, STAT3 activator 88, Diaphorase act 0.9, STAT1 act 101 and STAT3 blocker 16.
For COc1ccc(O)c(C(=O)CC(=O)c2ccccc2)c1 the results were Diaphorase inh 9, TLR4 MyD88 comp 8, Hsp70 act -0.2, G6PDH counter 12, STAT1 blocker -34, APP transl inh -134, STAT3 activator 42, Diaphorase act 0.9, STAT1 act 132* and STAT3 blocker 70*.
Screening Cc1ccc2c(C)nc(Nc3nc(CSc4nc5ccccc5[nH]4)cc(=O)[nH]3)nc2c1 returned Diaphorase inh 15, TLR4 MyD88 comp -8, Hsp70 act -0.2, G6PDH counter 2, STAT1 blocker 7, APP transl inh -4, STAT3 activator 63, Diaphorase act 0.8, STAT1 act 94 and STAT3 blocker 53*.
Screening COc1cccc(NC(=O)COC(=O)c2c(F)cccc2F)c1 returned Diaphorase inh 15, TLR4 MyD88 comp -2, Hsp70 act -0.1, G6PDH counter 8, STAT1 blocker -2, APP transl inh -10, STAT3 activator 97, Diaphorase act 0.9, STAT1 act 102 and STAT3 blocker 2.
`Cn1cc(Cl)c(C(=O)NC(=S)Nc2sc3c(c2C#N)CCCCC3)n1` gave Diaphorase inh 18, TLR4 MyD88 comp -5, Hsp70 act 0.1, G6PDH counter 8, STAT1 blocker -4, APP transl inh -22, STAT3 activator 101, Diaphorase act 0.8, STAT1 act 104 and STAT3 blocker -3.
Screening COc1ccc(N/C(C)=C/C(=S)Nc2ccccc2)cc1 returned Diaphorase inh 26, TLR4 MyD88 comp -4, Hsp70 act -0.1, G6PDH counter -8, STAT1 blocker -8, APP transl inh -8, STAT3 activator 116, Diaphorase act 0.7, STAT1 act 107 and STAT3 blocker -12.
`COc1ccc(OC)c(C(=O)COC(=O)c2ccccc2O)c1` gave Diaphorase inh 18, TLR4 MyD88 comp 8, Hsp70 act 0.1, G6PDH counter 4, STAT1 blocker -8, APP transl inh -28, STAT3 activator 131, Diaphorase act 0.8, STAT1 act 108 and STAT3 blocker -36.
CCC1OC23CCCCC2C(C#N)(C(=N)O3)C1(C#N)C#N (centres undefined) was read as Diaphorase inh 6, TLR4 MyD88 comp -1, Hsp70 act -0.2, G6PDH counter 3, STAT1 blocker 7, APP transl inh -10, STAT3 activator 104, Diaphorase act 0.9, STAT1 act 94 and STAT3 blocker -1.
COc1ncccc1-c1nnn(-c2ccc(Cl)nc2)n1 was read as Diaphorase inh 16, TLR4 MyD88 comp -6, Hsp70 act 0.0, G6PDH counter 10, STAT1 blocker -15, APP transl inh -28, Diaphorase act 0.8 and STAT1 act 115.
Screening COc1ccc(C(=O)NCc2nnc(SCC(=O)Nc3nc4ccccc4s3)o2)cc1 returned Diaphorase inh 8, TLR4 MyD88 comp 1, Hsp70 act 0.4, G6PDH counter 4, STAT1 blocker -1, APP transl inh 3, STAT3 activator 90, Diaphorase act 0.9, STAT1 act 101 and STAT3 blocker 12.
CN(C)c1ccc(NC(=O)c2cccc(C(=O)Nc3ccc(N(C)C)cc3)n2)cc1 was read as Diaphorase inh 11, TLR4 MyD88 comp -8, Hsp70 act 0.4, G6PDH counter 7, STAT1 blocker -21, APP transl inh -46, STAT3 activator 97, Diaphorase act 0.9, STAT1 act 119 and STAT3 blocker 7.
`O=C(NCC(=O)N(c1ccccc1F)C(C(=O)NCC1CCCO1)c1ccccc1)c1ccco1` (centres undefined) gave Diaphorase inh 4, TLR4 MyD88 comp 5, Hsp70 act -0.2, G6PDH counter 3, STAT1 blocker -3, APP transl inh -15, STAT3 activator 99, Diaphorase act 1, STAT1 act 103 and STAT3 blocker 6.
O=C(CSc1ccccc1)N1CCN(c2ccccn2)CC1 was read as Diaphorase inh 12, TLR4 MyD88 comp 1, Hsp70 act 0.1, G6PDH counter 2, STAT1 blocker -12, APP transl inh -19, STAT3 activator 108, Diaphorase act 0.9, STAT1 act 111 and STAT3 blocker 1.
